SRC3 inh: inhibits human SRC3 coactivator; Q9Y6Q9; HEK293 GAL4-SRC3 luciferase reporter, luminescence; inhibition, % at 3.6 µM; 0.17% of 360,000 active;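 active = inhibition above a per-campaign cutoff, the mean of all compounds plus 3 SD, cut at about 60% in these data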;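 also: 0% = DMSO-treated cells and 100% = gossypol-treated cells at 36 µM; higher means less SRC3-driven luciferase light from the GAL4 reporter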
Target sequence (Q9Y6Q9 whole entry, looked up, the tested form may be a part): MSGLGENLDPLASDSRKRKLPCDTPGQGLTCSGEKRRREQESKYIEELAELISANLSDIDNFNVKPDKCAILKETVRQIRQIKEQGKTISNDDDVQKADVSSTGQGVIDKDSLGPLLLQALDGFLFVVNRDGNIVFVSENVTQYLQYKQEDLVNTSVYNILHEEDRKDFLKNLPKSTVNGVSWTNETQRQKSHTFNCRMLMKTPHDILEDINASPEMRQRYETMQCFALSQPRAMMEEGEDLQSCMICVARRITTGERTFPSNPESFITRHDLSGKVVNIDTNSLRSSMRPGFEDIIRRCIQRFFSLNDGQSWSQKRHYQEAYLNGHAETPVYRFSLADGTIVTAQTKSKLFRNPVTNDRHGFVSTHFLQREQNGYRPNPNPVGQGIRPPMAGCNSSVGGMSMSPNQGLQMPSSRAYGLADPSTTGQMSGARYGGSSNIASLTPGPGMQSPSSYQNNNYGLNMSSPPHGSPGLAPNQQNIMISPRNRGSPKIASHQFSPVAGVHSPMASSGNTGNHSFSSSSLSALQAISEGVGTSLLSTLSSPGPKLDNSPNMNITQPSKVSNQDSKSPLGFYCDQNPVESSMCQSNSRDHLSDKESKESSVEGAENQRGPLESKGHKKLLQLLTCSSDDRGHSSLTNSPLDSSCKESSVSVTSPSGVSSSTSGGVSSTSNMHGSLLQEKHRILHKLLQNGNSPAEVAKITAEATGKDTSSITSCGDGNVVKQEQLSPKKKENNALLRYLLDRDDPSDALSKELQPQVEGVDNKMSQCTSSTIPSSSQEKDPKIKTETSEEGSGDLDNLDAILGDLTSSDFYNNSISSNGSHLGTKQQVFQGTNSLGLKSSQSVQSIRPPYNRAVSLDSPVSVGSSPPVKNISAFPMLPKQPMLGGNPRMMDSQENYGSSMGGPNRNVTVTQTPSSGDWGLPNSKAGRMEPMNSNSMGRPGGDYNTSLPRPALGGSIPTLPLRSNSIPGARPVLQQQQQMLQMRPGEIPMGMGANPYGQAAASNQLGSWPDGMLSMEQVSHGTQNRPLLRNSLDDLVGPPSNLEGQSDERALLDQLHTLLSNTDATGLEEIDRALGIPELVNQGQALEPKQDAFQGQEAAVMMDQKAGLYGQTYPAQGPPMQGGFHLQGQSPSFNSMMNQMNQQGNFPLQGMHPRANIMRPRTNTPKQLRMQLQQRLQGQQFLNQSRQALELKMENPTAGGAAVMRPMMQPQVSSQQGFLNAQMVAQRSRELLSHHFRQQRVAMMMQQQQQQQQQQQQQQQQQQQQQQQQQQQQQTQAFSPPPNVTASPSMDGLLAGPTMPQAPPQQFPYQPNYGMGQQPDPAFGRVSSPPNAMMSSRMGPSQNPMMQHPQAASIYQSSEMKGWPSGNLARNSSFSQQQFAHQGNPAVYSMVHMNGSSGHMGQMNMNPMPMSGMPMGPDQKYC
NCOA2 inhibitor: human SRC2 (NCOA2) inhibition. inhibition, % at 9 µM. AID 651957. Q15596. HEK293 GAL4-SRC2 luciferase reporter, luminescence. 0.17% of 370,000 active;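 active = inhibition above the mean inhibition of all tested compounds plus 3 SD, set per campaign, cut at about 52% in these data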;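 also: 0% = DMSO treated cells and 100% = cells given Gossypol at 36 µM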
CF NFkB inh: cystic fibrosis NF-kB activation inhibition; KKLEB NF-kB-GFP reporter, PAF-induced, GFP fluorescence overnight; inhibition, % at 5 µM; AID 588850; 0.86% of 360,000 active;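 active = at least 50% inhibition at 5 µM, scaled per plate between neutral and stimulator controls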;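 also: PAF is a Pseudomonas aeruginosa culture filtrate used as stimulus; plate controls were PAF-stimulated DMSO wells for no effect and unstimulated DMSO wells for full effect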
C8 TRAIL sens: caspase-8 TRAIL sensitization; NB7+C8 cells + TRAIL, ATPlite viability luminescence; inhibition (viability loss, TRAIL sensitization), % at 10 µM; 1% of 360,000 active;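 active = compounds causing at least 50% loss of cell viability in the single-dose screen, relative to plate controls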
TROY signal inh: inhibitors of TROY-dependent NF-kB signaling; AID 1347056; 0.98% of 360,000 active; Q293 LMP1-TROYcd NF-kB luciferase reporter, 4 h; inhibition, % at 10 µM;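 active = compounds whose plate-normalised and pattern-corrected inhibition of the luciferase reporter signal at the single screening dose is 50% or more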
KKLEB tox: reduces viability of KKLEB cystic fibrosis airway cells; KKLEB CF airway cells viability, ATPlite luminescence, overnight; hits give low values; cells stimulated with P. aeruginosa culture filtrate; activity change (cytotoxicity), % at 5 µM; 0.36% of 360,000 active; AID 602141;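 active = corrected activity change at or below -50% at 5 µM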
EBV LMP1 NFkB: reduces LMP1-driven NF-kappaB luciferase signal. 0.69% of 350,000 active. LMP1-induced NF-kappaB luciferase reporter cells, luminescence. inhibition, % at 12.5 µM; in the data active = inhibition above about 41%;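 also: 0% = neutral control wells and 100% = reference inhibitor control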
TWEAK-Fn14 inh: blocks TWEAK-Fn14 interaction in a reporter cell assay. TWEAK-stimulated Fn14 reporter cells, luciferase luminescence, 8 h. AID 1159606. 2% of 360,000 active. inhibition, % at 10 µM; in the data active = inhibition above about 50%
NR2F2 inh: NR2F2 (human) inhibition, primary screen. P24468. inhibition, % at 8.6 µM. 0.7% of 370,000 active. HEK293T NGFI-A luciferase reporter, luminescence. AID 686940;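 active = inhibition above a per-plate cutoff, mean inhibition of test wells between control levels plus 3 SD, cut at about 38% in these data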;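 also: cells cotransfected with COUP-TFII expression vector driving the NGFI-A reporter; 0% = median of COUP-TF2 test wells and 100% = reporter-only cells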
SRC1 inh: inhibitors of human steroid receptor coactivator 1 (SRC1) | Q15788 | HEK293 GAL4-SRC1 luciferase reporter, luminescence | inhibition, % at 3.6 µM | 0.12% of 360,000 active | AID 588354;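 active = inhibition above the campaign mean plus 3 SD, with each screening campaign given its own cutoff, cut at about 60% in these data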;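 also: 0% = DMSO treated cells and 100% = gossypol at 36 µM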
NR5A2 inv ag: NR5A2 inverse agonism in reporter assay. HEK293T StAR-luciferase reporter, LRH-1 transfected, 24 h. O00482. AID 602396. 0.13% of 360,000 active. inhibition, % at 3.6 µM;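 active = inhibition above the mean inhibition of all tested compounds plus 3 SD, cut at about 73% in these data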;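 also: 0% = DMSO wells and 100% = reporter-only cells lacking LRH-1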
* hit, by the source's call; . = not tested or not shown.

SMILES | SRC3 inh | NCOA2 inhibitor | CF NFkB inh | C8 TRAIL sens | TROY signal inh | KKLEB tox | EBV LMP1 NFkB | TWEAK-Fn14 inh | NR2F2 inh | SRC1 inh | NR5A2 inv ag
CCCCn1c(N)c(N(CC(C)C)C(=O)CCC2CCCCC2)c(=O)[nH]c1=O | -2 | -2 | 16 | 6 | 1 | -6 | 5 | 1 | 20 | -8 | 9
CCCC(=O)NC(Nc1ccc(S(=O)(=O)Nc2ncccn2)cc1)(C(=O)OCC)C(F)(F)F (centres undefined) | 14 | -17 | -12 | -23 | 1 | -2 | 0 | 1 | -11 | 3 | 13
Cc1ccc(S(=O)(=O)CC(=O)Nc2ccc(F)c(F)c2F)cc1 | 11 | -17 | 2 | 4 | -7 | -2 | -1 | 1 | 23 | -9 | -14
COc1ccc(OCC(O)CN2CCC(CN3C(=O)c4cccc5cccc(c45)C3=O)CC2)cc1 (centres undefined) | 7 | 10 | -17 | 24 | -12 | -4 | -4 | -55 | -9 | 4 | 5
CCOc1ccc(Nc2nc(Cc3nnc(SCC(=O)NC4CCCC4)n3C)cs2)cc1 | 4 | -4 | -14 | 2 | -4 | 10 | 8 | -7 | 11 | -6 | 10
Cc1ccc[n+](C(C)C(=O)c2ccc(Cl)cc2)c1 (centres undefined) | -13 | -7 | -2 | -1 | -2 | -18 | 2 | -8 | 0 | -8 | 14
Nc1nonc1-n1nnc(C(=O)c2ccccc2)c1-c1ccccc1 | 5 | -6 | 18 | -23 | -17 | 0 | -6 | 13 | -12 | 8 | -8
CCN(CC)CCOc1ccc2c(c1)C(=NO)c1cc(OCCN(CC)CC)ccc1-2 | 17 | -92 | 15 | 10 | -24 | -26 | -65 | -67 | 6 | 15 | -13
O=C(NC1(O)C(=O)c2ccccc2C1=O)c1c(Cl)cccc1Cl | 12 | 3 | 3 | -6 | 0 | 8 | 4 | 0 | 10 | 4 | 15
O=C(CCc1ccc(S(=O)(=O)NCCc2ccccc2)cc1)Nc1ccc2c(c1)OCCO2 | 11 | -10 | -1 | -12 | 3 | 0 | -1 | 26 | 18 | -9 | 6
Cc1noc(C)c1CSc1nc2ccccc2nc1NS(=O)(=O)c1ccc(Cl)cc1 | 9 | . | 35 | 18 | 57* | -11 | 3 | 18 | . | 2 | 12
CC1=NN(S(=O)(=O)c2ccc(F)cc2)C(=O)c2ccccc2O1 | -6 | -17 | -14 | -12 | 0 | -4 | -19 | -3 | -21 | 1 | 13
COc1ccc(C(=O)CN2C(=O)NC(C)(c3ccccc3)C2=O)cc1OC (centres undefined) | -19 | -3 | 9 | 4 | 5 | -6 | 7 | -12 | 0 | 1 | 21
CCn1c(SCC(=O)Nc2cc(C)on2)nnc1-c1ccc(S(=O)(=O)N2CCN(C)CC2)cc1 | 9 | -16 | 5 | -5 | -9 | 5 | 3 | -21 | -9 | -2 | -1
COc1ccc(CC(=O)NNS(=O)(=O)c2cccc([N+](=O)[O-])c2)cc1OC | -23 | 16 | -5 | 10 | 5 | -8 | 2 | 5 | 6 | 3 | -1
CCN(C(=O)c1cc(S(=O)(=O)N2CCc3ccccc32)cn1C)c1ccccc1 | -9 | -33 | 7 | 3 | 13 | -4 | -7 | 14 | 4 | -11 | -10
CN1CCN(NC(=O)c2cccc(S(=O)(=O)N3CCCCCC3)c2)CC1 | 10 | -15 | 10 | -7 | 3 | 1 | 0 | 12 | -16 | -7 | 1
CCN1C[C@@H]2[C@@H]3C(=O)N(Cc4ccccc4)C(=O)[C@@H]3[C@](C)(C1=O)N2C(=O)c1ccc(F)cc1 | 0 | -7 | 9 | 5 | 3 | -3 | 6 | -7 | -1 | -17 | -3
CCN1C(=O)[C@H]2[C@@H](c3ccc(C)cc3)N3C(=O)N(c4ccc(C(F)(F)F)cc4)C(=O)[C@@]3(CC)[C@H]2C1=O | 18 | -9 | -11 | -10 | -3 | 13 | 2 | 18 | -12 | -30 | -13
O=C(Nc1cccc(Cl)c1Cl)c1cc(S(=O)(=O)NCCc2ccccc2)ccc1F | 18 | -5 | 8 | -3 | 16 | -17 | -5 | 0 | 0 | 10 | 12
O=C(CN1CCCC1c1cccs1)Nc1cccc(S(=O)(=O)N2CCCC2)c1 (centres undefined) | 8 | 15 | -5 | 13 | 2 | 9 | -2 | 23 | 26 | 2 | -9
CC(=O)c1ccc(N2CCN(C(=O)C(=O)c3cn(CC(=O)N4CCCCCC4)c4ccccc34)CC2)cc1 | 17 | 12 | -4 | 10 | 15 | 2 | 4 | -17 | -1 | -16 | 15
Cc1cc(C)cc(NC(=S)N(C)C)c1 | 17 | 4 | -20 | 14 | -9 | 7 | -8 | 7 | -5 | -6 | 1
N#Cc1ccc(-c2csc(NNC(=O)c3ccccc3)n2)cc1 | 3 | -59 | -2 | -16 | -28 | 3 | 14 | -16 | 14 | 8 | -25
COc1ccc(NC(=O)COc2ccc(C(=O)NCc3cccnc3)cc2OC)cc1 | -4 | 12 | -1 | 0 | -9 | -3 | 0 | -2 | 1 | -6 | 4
Cc1ccc(NC(=O)C2CCN(C(=O)NC3CCCCC3)CC2)cc1Cl | 4 | -20 | 6 | -15 | 5 | 1 | 20 | 6 | -3 | 5 | 1
Cc1nc(NC(=O)C2CC2)sc1C(=O)NC1CCCCC1 | 4 | -2 | 4 | -5 | 3 | -9 | 4 | 1 | 3 | 6 | 5
COCCNC(=O)/C(=C/c1ccccc1Cl)c1ccccc1 | 3 | -14 | -11 | 5 | -10 | 6 | -3 | 6 | 15 | -2 | -6
CCCC(=O)NC(c1ccccc1)c1ccc2cccnc2c1O (centres undefined) | 26 | 34 | -9 | -24 | 12 | 0 | 40 | 13 | 9 | 19 | 11
CCN(Cc1ccccc1)C(=O)c1cc2cc(OC)c(OC)cc2[nH]1 | 6 | -48 | -12 | -3 | 7 | -3 | 2 | -19 | -3 | 10 | -12
Cc1onc(-c2ccccc2)c1C(=O)OCC(=O)N(C)c1c(N)n(Cc2ccccc2)c(=O)[nH]c1=O | -1 | -10 | 7 | -8 | 2 | 0 | -1 | 7 | 11 | -7 | -14
COC(=O)C(=C/C=C/c1cccnc1)C(=O)OC | 19 | -10 | -5 | -1 | -5 | 8 | 10 | 13 | 10 | -14 | 6
CCSc1ccccc1C(=O)Nc1nc2ccccc2c(=O)[nH]1 | 3 | 13 | 2 | 7 | 2 | -5 | -5 | 1 | -1 | -5 | -19
COc1cc(CNCc2cccc3ccccc23)cc(OC)c1 | -7 | 1 | 15 | 1 | -9 | -14 | 2 | -1 | 8 | 14 | 1
CC(C)OC(=O)CSc1nnc(CNc2cccc(Cl)c2)n1C | 8 | 6 | -15 | 12 | 10 | 5 | -2 | 2 | -13 | 2 | -2
C[C@@H]1CN([C@@H](C)CO)C(=O)CCCn2nncc2CO[C@H]1CN(C)Cc1cccc(O)c1 | 14 | 12 | -21 | 3 | -1 | -1 | 0 | -3 | 8 | -5 | 3
Cc1ccc(NC(=O)CCNC(=O)c2ccccc2Cl)nc1 | 2 | 21 | 23 | -17 | -7 | 6 | -4 | -2 | 9 | -17 | -8
COc1ccccc1/C=C1\SC(=S)N(Nc2nc(C)cc(C)n2)C1=O | 11 | -11 | -7 | 20 | 13 | 2 | 2 | 12 | 5 | -5 | -12
CCCCn1c(N)c(N(Cc2ccccc2OC)C(=O)C(C)Oc2ccc(Br)cc2)c(=O)[nH]c1=O (centres undefined) | -4 | -69 | 19 | 1 | 11 | -4 | 0 | 2 | 5 | -17 | -1
Cc1c(N2C(=O)c3ccccc3C2=O)c(=O)n(-c2ccccc2)n1C | 6 | -3 | -9 | 14 | -8 | 6 | -4 | 0 | 9 | 8 | 15
OCCNc1nc2ccccc2[nH]1 | 6 | -39 | -6 | -1 | 1 | 4 | -15 | -3 | -2 | -9 | 4
CCCCC(CCCCl)C(=O)Nc1ccccc1 (centres undefined) | 13 | -6 | 7 | -3 | 12 | -3 | 7 | -10 | 20 | -2 | -19
C=CCN=C1CC(C)(C)C(C(=O)OC)C(O)=C1C(=O)CCC (centres undefined) | -2 | -30 | 36 | -2 | 8 | -11 | -4 | 8 | 7 | 10 | -2
CC(=O)/C(=C\N(C)C)Sc1ccc(C)cc1 | -9 | -10 | 8 | -8 | -4 | -3 | 6 | -13 | -21 | -17 | -9
CC(C)N(CCn1c(SCC(=O)N2CC(=O)Nc3ccccc32)nc2ccccc2c1=O)C(C)C | 9 | 10 | 7 | -2 | -6 | 9 | -13 | 3 | -6 | 3 | 6
CCOC(=O)C1(C)CCCCCN1C(=O)c1ccccc1F (centres undefined) | 15 | 12 | 3 | -3 | -1 | -12 | . | -39 | 2 | -11 | 2
Cc1cccc(NCc2nnc(-c3ccccc3)o2)c1C | -18 | 3 | -21 | -10 | -42 | 11 | -1 | -4 | 1 | 1 | -5
COc1cccc(C2CC(c3cccc(OC)c3)n3nc(N)nc3N2)c1 (centres undefined) | 25 | -4 | -15 | 1 | -17 | 17 | -3 | -9 | -3 | 11 | 11
COc1ccccc1CN1CC(C(=O)N2CCC(C(=O)c3ccccc3)CC2)CCC1=O (centres undefined) | -39 | -22 | -7 | 27 | -51 | -1 | -5 | -12 | 9 | -15 | -16
CC(C)C[C@@H](CNCC(=O)[C@H](CC(=O)O)NC(=O)c1[nH]cnc1C(=O)N[C@H](CN)CC(C)C)NC(=O)c1nc[nH]c1C(=O)N[C@@H](Cc1ccccc1)C(=O)O | 0 | 10 | 5 | 0 | -6 | 0 | 6 | 3 | 2 | -3 | 0
Cc1ccc(-c2nnc(CSc3nnc(COc4ccccc4)n3-c3ccccc3)o2)cc1 | -18 | -20 | 4 | 8 | -11 | 0 | -33 | -1 | 12 | -24 | -13
Cc1ccc(NC(=O)Cc2nc(COC(=O)c3c(F)cccc3Cl)cs2)cc1 | 3 | -5 | -2 | 3 | 7 | -32 | -17 | -28 | 0 | -5 | -17
CCC(C)[C@@H](C(=O)NCC1CCC(C(=O)O)CC1)n1nnc2ccccc2c1=O (some centres undefined) | -1 | 2 | 11 | -11 | 3 | 1 | 2 | 20 | -5 | -7 | 13
COc1cccc(OC)c1C(=O)Nc1ccc(S(=O)(=O)Nc2cc(C)nc(C)n2)cc1 | 6 | 11 | -2 | 23 | -3 | 2 | 6 | -15 | 7 | 4 | 6
COc1ccccc1-c1cc(C(=O)Nc2cc(C)on2)no1 | -28 | -30 | 4 | 24 | -27 | -5 | -11 | 1 | 7 | -16 | -17
Cc1ccc(S(=O)(=O)N2CCOCC2)cc1NC(=O)CSc1ccccn1 | 15 | 14 | 5 | 9 | 21 | 6 | 1 | -1 | 7 | 5 | -2

Individual results from the entries so far:
TWEAK-Fn14 inh, Cc1ccc(-c2nnc(CSc3nnc(COc4ccccc4)n3-c3ccccc3)o2)cc1 → -1
CF NFkB inh, C=CCN=C1CC(C)(C)C(C(=O)OC)C(O)=C1C(=O)CCC (centres undefined) → 36

Random draw from the library, and some 4.2% of all compounds hit somewhere here.
